procasp7 counter: procaspase-7 activators, primary screen, counter-screen for procaspase-3 activator project, biochemical, absorbance, HTS, human; Caspase-7 (Homo sapiens), P55210; recombinant procaspase-7, Ac-DEVD-pNA absorbance 405 nm; D23A/D198A/D206A triple mutant, cannot self-cleave; scale: DMSO 0, 5 µM enzyme 100; activation, % at 8.5 µM; 0.093% of 330,000 active; AID 463210, 2010;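 active means percent activation above the screen-wide mean plus 3 SD, cut at about 25% in these data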
Target sequence (P55210 whole entry D23A/D198A/D206A): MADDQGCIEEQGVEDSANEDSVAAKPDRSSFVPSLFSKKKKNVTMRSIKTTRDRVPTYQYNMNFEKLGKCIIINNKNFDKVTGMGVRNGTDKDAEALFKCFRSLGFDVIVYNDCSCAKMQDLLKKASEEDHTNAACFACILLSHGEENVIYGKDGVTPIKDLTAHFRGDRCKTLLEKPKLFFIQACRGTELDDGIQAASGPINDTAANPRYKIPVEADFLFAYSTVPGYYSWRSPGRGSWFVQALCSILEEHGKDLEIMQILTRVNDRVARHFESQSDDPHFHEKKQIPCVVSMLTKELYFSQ
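Assay system: Uncleavable procaspase-7 mutant enzyme; Input: 2 µM procaspase-7 mutant as dispensed; Also added: DEVD-pNA substrate; Medium: Zinc-free HEPES pH 7.4 with 300 mM NaCl, 0.01% Triton X-100; Timing: 1 h compound preincubation, 2 h substrate cleavage, 25 °C; Measured by: Epi-absorbance of released pNA at 405 nm, two timepoints.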
procasp3 activ: activators of human procaspase-3 D3A mutant, primary screen, biochemical, absorbance, PC-3 D3A mutant, single concentration; Caspase-3 (Homo sapiens), P42574; 0.11% of 330,000 active; recombinant procaspase-3 D3A, Ac-DEVD-pNA absorbance 405 nm; activation, % at 8.5 µM;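 active means activation above the mean of all tested compounds plus 3 SD, cut at about 21% in these data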;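 further: 0% = DMSO alone and 100% = DMSO wells spiked with extra 5 µM PC-3 D3A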
Target sequence (P42574 whole entry D9A/D28A/D175A): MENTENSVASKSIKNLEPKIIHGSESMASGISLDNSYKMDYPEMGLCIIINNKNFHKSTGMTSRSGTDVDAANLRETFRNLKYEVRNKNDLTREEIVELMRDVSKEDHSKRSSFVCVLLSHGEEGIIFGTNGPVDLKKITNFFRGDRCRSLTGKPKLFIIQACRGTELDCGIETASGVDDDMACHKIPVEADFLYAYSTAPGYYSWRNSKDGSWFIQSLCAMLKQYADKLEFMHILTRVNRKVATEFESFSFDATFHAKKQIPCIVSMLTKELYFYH
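assay system = Procaspase-3 D3A mutant | signal = absorbance at 405 nm, 0 and 120 min | times = 1 h preincubation plus 2 h reaction at 25 °C | repeats = single replicate | read-out = % activation between DMSO and enzyme-spiked controls | medium = Zinc-free HEPES saline buffer with Triton X-100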
Starred values were filed as active, the others as inactive.

Each structure is followed by: procasp7 counter	procasp3 activ
- O=C1C[C@@H]2CCN3C(=O)CCC[C@@H]([C@H]23)[C@H]1Cc1ccccc1
  8.7	0.3
- O=S1(=O)c2ccccc2OC(COCc2ccccc2)CN1Cc1ccccc1 (stereo not drawn)
  13.1	2.4
- Cc1cccc([C@H]2[C@@H]3C=CCC[C@@H]3C(=O)N2Cc2ccccc2)c1
  -3.0	-7.0
- CCN(CC)C(=O)[C@H]1C[C@H](CC(=O)NCCc2ccccn2)C(=O)N2CCc3c([nH]c4cc(-c5ccco5)ccc34)[C@]12C
  0.8	-2.6
- CCCCNc1ccc(C(F)(F)F)cc1S(=O)(=O)NCCc1ccc(F)cc1
  3.4	-4.3
- O=C1CCC[C@@H]2CC(Nc3ccc(F)cc3F)C[C@@H]3CCN1[C@H]23 (stereo partly drawn)
  -9.1	-12.7
- CC[C@]1(C(=O)OC)[C@H]2C(=O)N(Cc3ccccc3)C(=O)[C@H]2[C@H]2CN=C(SCC3CC3)N21
  -1.3	-11.1
- CN(C)CCCNC(=O)C[C@H]1C[C@H](C(=O)N2CCCCC2)[C@@]2(C)c3[nH]c4ccc(Cl)cc4c3CCN2C1=O
  7.5	-0.8
- CCN(CC)C(=O)[C@H]1C[C@H](CC(=O)NCc2ccc(OC)c(OC)c2)C(=O)N2CCc3c([nH]c4ccc(Cl)cc34)[C@]12C
  -0.9	2.4
- COC(=O)[C@H](C(C)C)N(Cc1ccccc1)S(=O)(=O)CCNC1CCCC1
  -0.7	-3.6
- CN(C)C(=O)CCc1ccc2c3c([nH]c2c1)[C@]1(CCc2ccccc2)[C@@H](C(=O)N2CCCCC2)C[C@H](CC(=O)NCc2cccc(C(F)(F)F)c2)C(=O)N1CC3
  6.5	-1.1
- COc1ccc2[nH]c3c(c2c1)CCN1C(=O)C(CC(=O)NCCc2ccccn2)C[C@H](C(=O)N2CCCCC2)[C@@]31C (stereo partly drawn)
  -6.9	-7.3
- CC(C)N(C(=O)[C@H]1C[C@H](CC(=O)NCCCN(C)C)C(=O)N2CCc3c([nH]c4cc(-c5ccco5)ccc34)[C@]12C)C(C)C
  -7.2	6.5
- O=C1c2cc(Br)ccc2OC2C=CC=CC12 (stereo not drawn)
  -11.1	-9.6
- CCOC(=O)C1=CNS(=O)(=O)NC1c1ccc(C(=O)OC)cc1 (stereo not drawn)
  5.9	1.0

Quoted at random: two entries already listed.
Each structure is followed by: procasp7 counter	procasp3 activ
- COC(=O)[C@H](C(C)C)N(Cc1ccccc1)S(=O)(=O)CCNC1CCCC1
  -0.7	-3.6
- O=C1C[C@@H]2CCN3C(=O)CCC[C@@H]([C@H]23)[C@H]1Cc1ccccc1
  8.7	0.3

Taken from above:
O=C1c2cc(Br)ccc2OC2C=CC=CC12 (stereo not drawn) in procasp7 counter → -11.1
O=S1(=O)c2ccccc2OC(COCc2ccccc2)CN1Cc1ccccc1 (stereo not drawn) in procasp3 activ → 2.4
CCN(CC)C(=O)[C@H]1C[C@H](CC(=O)NCc2ccc(OC)c(OC)c2)C(=O)N2CCc3c([nH]c4ccc(Cl)cc34)[C@]12C in procasp7 counter → -0.9

Full records, looked up by structure:
O=C1CCC[C@@H]2CC(Nc3ccc(F)cc3F)C[C@@H]3CCN1[C@H]23 (stereo partly drawn) across the screens: procasp7 counter: -9.1; procasp3 activ: -12.7
CC(C)N(C(=O)[C@H]1C[C@H](CC(=O)NCCCN(C)C)C(=O)N2CCc3c([nH]c4cc(-c5ccco5)ccc34)[C@]12C)C(C)C across the screens: procasp7 counter: -7.2; procasp3 activ: 6.5

Next structures
Each structure is followed by: procasp7 counter	procasp3 activ
- COc1ccc(CN(CCC(C)C)S(=O)(=O)c2ccccc2Br)cc1
  2.4	-6.0
- CC[C@]12c3[nH]c4ccc(OC)cc4c3CCN1C(=O)C(CC(=O)NCCCn1ccnc1)C[C@@H]2C(=O)N1CCN(C(=O)C2CC2)CC1 (stereo partly drawn)
  -0.8	0.8
- Cc1ccc(S(=O)(=O)N2CCN(S(=O)(=O)c3ccccc3Br)CC2)cc1
  5.6	-15.9
- CC(C)N(C(=O)[C@H]1C[C@H](CC(=O)NCc2cccc(C(F)(F)F)c2)C(=O)N2CCc3c([nH]c4cc(-c5ccco5)ccc34)[C@]12C)C(C)C
  2.1	-6.8
- COc1ccc(OC)c(C(=O)N(C[C@H]2CC[C@@H]([C@@H]3CC[C@H](CO)O3)O2)C(C(=O)NC(C)(C)C)c2ccc(-c3ccccc3)cc2)c1 (stereo partly drawn)
  -13.1	3.3
- CCCCCCCCN1N=N[C@H]2[C@H]1[C@@H]1C[C@H]2N(C(=O)OC(C)(C)C)O1
  -8.0	-2.4
- CC(C)(C)NC(=O)C(c1ccc(-c2ccccc2)cc1)N(C[C@H]1CC[C@@H]([C@@H]2CC[C@H](CO)O2)O1)C(=O)c1cccc(Cl)c1 (stereo partly drawn)
  14.7	-1.6
- CC[C@]12c3[nH]c4ccc(OC)cc4c3CCN1C(=O)C(CC(=O)NCCCOC)C[C@@H]2C(=O)N1CCN(C(=O)c2ccco2)CC1 (stereo partly drawn)
  6.8	0.5
- O=C(COCc1ccccc1)N[C@@H]1c2ccccc2CC[C@H]1OCc1ccccc1
  -2.9	11.0
- COc1ccc(C2CC(c3cccc(F)c3)=NN2c2ccc(S(N)(=O)=O)cc2)cc1 (stereo not drawn)
  20.5	37.4*
- CN(C)C(=O)CCc1ccc2c3c([nH]c2c1)[C@]1(CCC2CCCC2)[C@@H](C(=O)N2CCOCC2)C[C@H](CC(=O)NCCc2ccccn2)C(=O)N1CC3
  10.4	-4.5
- CC(C)(C)OC(=O)N1O[C@H]2C[C@@H]1[C@@H]1[C@@H]2N=NN1C12CC3CC(CC(C3)C1)C2
  -15.8	9.1
- CN(C)CCCNC(=O)C[C@H]1C[C@H](C(=O)N2CCOCC2)[C@@]2(C)c3[nH]c4cc(-c5ccco5)ccc4c3CCN2C1=O
  1.9	1.9
- CCOC(=O)C1=CN(Cc2cccc(-c3ccc(Cl)nc3)c2)S(=O)(=O)N(C)C1C (stereo not drawn)
  0.9	-3.0
- COC(=O)[C@H](Cc1ccc(O)cc1)NC(=O)Cn1cnc(C(=O)Nc2ccc(C)c(C)c2)n1
  0.4	1.6
- O=C1[C@@H](Oc2ccccc2)[C@@H](c2cccnc2)N1c1ccccc1
  3.6	-2.6
- O=C1OCCN1C(=O)[C@H]1[C@H](c2ccc([N+](=O)[O-])cc2)C(c2ccccc2)=NN1c1ccc(Br)cc1
  9.3	-6.7
- O=S1(=O)c2ccc(Br)cc2OC(COCc2ccccc2)CN1Cc1ccccc1 (stereo not drawn)
  2.1	5.9
- CCN(CC)C(=O)[C@H]1CC(CC(=O)NCCN2CCOCC2)C(=O)N2CCc3c([nH]c4ccc(OC)cc34)[C@]12C (stereo partly drawn)
  -9.6	3.5
- CN(C)C(=O)CCc1ccc2c3c([nH]c2c1)[C@]1(CCC2CCCC2)[C@@H](C(=O)N2CCOCC2)C[C@H](CC(=O)NCc2ccco2)C(=O)N1CC3
  10.4	-5.8
- COc1ccc(C2CC(c3cccc(Cl)c3)=NN2c2ccc(S(N)(=O)=O)cc2)cc1 (stereo not drawn)
  -4.3	15.3
- CC[C@]12c3[nH]c4cc(CCC(=O)N(C)C)ccc4c3CCN1C(=O)[C@@H](CC(=O)NCCCOC)C[C@@H]2C(=O)N1CCN(C(=O)C2CC2)CC1
  3.0	3.4
- COc1ccc(CN(C)C(=O)Cn2cnc3c(NCc4ccccc4)ncnc32)cc1OC
  4.2	-3.7
- C=CCONC(=O)Cc1ccccc1
  -8.5	-5.2
- Cc1ccc(CC(NC(=O)C2CCCCC2)C(=O)O)cc1 (stereo not drawn)
  13.0	-6.8
- CN(C)C(=O)CCc1ccc2c3c([nH]c2c1)[C@]1(C)[C@@H](C(=O)N2CCOCC2)C[C@H](CC(=O)NCCc2ccccn2)C(=O)N1CC3
  5.0	-1.5
- Cc1ccc(C)c(N2CCN(C(=O)CCc3nc(-c4ccccc4C)no3)CC2)c1
  5.9	2.9
- O=C(Cc1ccc(F)cc1)N[C@@H]1c2ccccc2CC[C@H]1OCc1ccccc1
  -2.5	-4.0
- CCOC(=O)C1=CN(Cc2cccc(F)c2)S(=O)(=O)NC1c1cccc(OC)c1 (stereo not drawn)
  -3.9	-1.0
- CC(C)=CCC/C(C)=C/CNC(=O)C[C@H]1C[C@H](C(=O)N2CCCCC2)[C@@]2(C)c3[nH]c4cc(-c5ccco5)ccc4c3CCN2C1=O
  -1.2	-6.3
- CCOC(=O)C1=CN(Cc2cccc(-c3cccnc3)c2)S(=O)(=O)N(CC)C1C (stereo not drawn)
  1.2	6.3
- CCOC(=O)C1=CN(Cc2ccco2)S(=O)(=O)N(C)C1c1cccc(OC)c1 (stereo not drawn)
  -1.3	-7.8
- CCCCN1C(=O)N(CCc2ccc(F)cc2)S(=O)(=O)c2cc(C(F)(F)F)ccc21
  4.6	-10.7
- CCCCNS(=O)(=O)CCNCc1ccco1
  6.7	11.4
- CCOC(=O)C1=CN(Cc2cccc(F)c2)S(=O)(=O)N(CC)C1c1cccc(OC)c1 (stereo not drawn)
  -0.3	3.7
- CCOC(=O)C1=C(c2ccccc2)c2ccc(OC)cc2N(S(=O)(=O)C(F)(F)F)C1C(=O)OCC (stereo not drawn)
  4.3	8.7
- COc1ccccc1[C@@H]1C(c2ccccc2)=NN(c2ccc(Br)cc2)[C@H]1C(=O)N1CCOC1=O
  -9.5	-4.8
- COc1ccc2[nH]c3c(c2c1)CCN1C(=O)C(CC(=O)NC(C)(C)C)C[C@H](C(=O)N2CCOCC2)[C@@]31CCC1CCCC1 (stereo partly drawn)
  6.4	3.0
- Nc1ncnc2c1ncn2[C@@H]1O[C@H](CNS(=O)(=O)c2ccc(-c3ccno3)s2)[C@@H](O)[C@H]1O
  -4.8	3.4
- OC[C@@H]1[C@@H](c2ccc(F)cc2)C(c2cccc(Cl)c2)=NN1c1ccccc1
  12.4	18.3
- CCOC(=O)/C=C1\CC(C(=O)OCC)Oc2ccccc21 (stereo not drawn)
  2.2	-3.7
- CCOC(=O)C1CCN(S(=O)(=O)NC[C@H]2O[C@@H](n3cnc4c(N)ncnc43)[C@H](O)[C@@H]2O)C1 (stereo partly drawn)
  -4.9	3.5
- CN(C)C(=O)CCc1ccc2c3c([nH]c2c1)[C@]1(CCC2CCCC2)[C@@H](C(=O)N2CCOCC2)C[C@H](CC(=O)NC(C)(C)C)C(=O)N1CC3
  5.8	3.3
- COc1ccccc1C1CC(=O)Oc2cc(C)c(Cl)cc21 (stereo not drawn)
  0.8	1.2
- Cc1cc(N2O[C@H]3C=C[C@@H]2C3)no1
  -9.2	-14.8
- CN=C1N(C)C[C@@H]2[C@@H]3C(=O)N(C)C(=O)[C@@H]3[C@](Cc3ccccc3)(C(=O)OC)N12
  -4.7	1.4
- O=S1(=O)[C@H]2C[C@H](CO)O[C@@]2(CO)CN1Cc1ccc(-c2cccc(Cl)c2)cc1
  14.2	-5.6
- CCN(CC)C(=O)[C@H]1C[C@H](CC(=O)NCCC2=CCCCC2)C(=O)N2CCc3c([nH]c4ccc(Cl)cc34)[C@]12C
  7.1	-3.7
- CC(O)CC(=O)NOCc1ccccc1 (stereo not drawn)
  -8.3	-4.4
- COc1ccc(-c2cc(CCC(=O)N3CCN(c4cc(C)ccc4C)CC3)[nH]n2)cc1
  5.2	3.6
- COc1ccc2[nH]c3c(c2c1)CCN1C(=O)C(CC(=O)NCCC2=CCCCC2)C[C@H](C(=O)N2CCOCC2)[C@@]31C (stereo partly drawn)
  13.6	4.0
- O=C(C[C@H]1C[C@H](C(=O)N2CCCCC2)[C@@]2(CCc3ccccc3)c3[nH]c4ccc(Cl)cc4c3CCN2C1=O)NCc1ccco1
  -5.3	6.1
- COc1ccc(CN2C[C@]3(CO)O[C@@H](CO)C[C@@H]3S2(=O)=O)cc1
  -1.7	2.8
- CCOC(=O)C1=C(C)N(C[C@@H]2CC[C@@H](Cc3ccc(-c4ccccc4)cc3)O2)C(=O)NC1C1CC1 (stereo partly drawn)
  5.1	1.9

procasp3 activ: what is marked active above.
SMILES	procasp3 activ
COc1ccc(C2CC(c3cccc(F)c3)=NN2c2ccc(S(N)(=O)=O)cc2)cc1 (stereo not drawn)	37.4*

An excerpt; count on the stated rates, not on these rows.
